Source: PubChem
PAFAH1B3 FP inh: blocks human PAF acetylhydrolase 1B catalytic subunit 3. recombinant PAFAH1B3, FP-rhodamine probe, fluorescence polarization. Q15102. inhibition, % at 3.39 µM. 0.28% of 340,000 active;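 active means inhibition above the screen-wide average of all tested compounds plus 3 SD, cut at about 25% in these data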;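 further: 0% = enzyme with DMSO only and 100% = wells lacking PAFAH1B3 protein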
pPAFAH inh: pPAFAH (human) enzyme inhibition; Q13093; recombinant pPAFAH, FP-rhodamine probe fluorescence polarization; inhibition, % at 3.39 µM; 1.5% of 330,000 active; AID 463082;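 active means inhibition above the mean inhibition across the screen plus 3 SD, cut at about 25% in these data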;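 further: inhibitors block binding of the rhodamine activity-based probe so polarization drops; 0% = enzyme with DMSO and 100% = wells lacking pPAFAH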
PREPL inhibitor: inhibits the human prolyl oligopeptidase-like enzyme. AID 2751. 0.68% of 320,000 active. inhibition, % at 5.96 µM. recombinant PREPL, fluorescence polarization activity-based probe; in the data active means inhibition above about 43%;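 further: 0% = enzyme with DMSO and 100% = wells lacking enzyme; many of its hits are not listed in these tables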
Target sequence (Q4J6C6 whole entry, looked up): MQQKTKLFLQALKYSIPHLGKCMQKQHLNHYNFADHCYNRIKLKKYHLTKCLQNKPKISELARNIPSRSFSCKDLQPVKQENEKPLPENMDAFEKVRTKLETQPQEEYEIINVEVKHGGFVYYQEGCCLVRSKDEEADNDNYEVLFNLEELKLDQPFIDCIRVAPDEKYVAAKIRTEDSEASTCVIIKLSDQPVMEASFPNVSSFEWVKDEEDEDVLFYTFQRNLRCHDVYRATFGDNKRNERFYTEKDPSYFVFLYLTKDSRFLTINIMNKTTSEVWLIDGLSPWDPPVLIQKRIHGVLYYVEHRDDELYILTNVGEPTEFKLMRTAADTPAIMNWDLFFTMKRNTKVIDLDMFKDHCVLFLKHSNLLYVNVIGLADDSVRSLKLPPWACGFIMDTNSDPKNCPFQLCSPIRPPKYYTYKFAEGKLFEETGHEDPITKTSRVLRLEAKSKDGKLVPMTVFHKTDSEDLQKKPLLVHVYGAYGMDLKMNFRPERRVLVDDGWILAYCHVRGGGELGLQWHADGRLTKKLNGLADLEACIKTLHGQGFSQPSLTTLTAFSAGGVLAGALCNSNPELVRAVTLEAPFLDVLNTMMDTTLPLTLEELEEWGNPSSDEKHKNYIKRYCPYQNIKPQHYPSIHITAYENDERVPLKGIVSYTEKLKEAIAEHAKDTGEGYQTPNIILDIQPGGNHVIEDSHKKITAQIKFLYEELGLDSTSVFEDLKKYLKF
PAFAH1B2 inh: PAFAH1B2 (human) inhibition. P68402. recombinant PAFAH1B2, FP-rhodamine activity probe, fluorescence polarization. inhibition, % at 3.39 µM. 1.2% of 340,000 active. AID 492953;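 active means inhibition above the mean of all tested compounds plus 3 SD, cut at about 24% in these data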;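 further: 0% = enzyme with DMSO and 100% = wells lacking PAFAH1B2; many of its hits are not listed in these tables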
LYPLA2 inh: LYPLA2 (human) inhibition in PME1 counter-screen; 0.38% of 320,000 active; recombinant LYPLA2, FP-Rh probe fluorescence polarization; inhibition, % at 5.9 µM; AID 2177;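 active means inhibition above the screen-wide mean plus 3 SD, limit set per campaign, cut at about 26% in these data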;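 further: 0% = LYPLA2 with DMSO and 100% = wells lacking LYPLA2 enzyme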
GSTO1 counter: GSTO1 inhibition, counter-screen for RBBP9 inhibitors; recombinant GSTO1, activity-based probe fluorescence polarization; inhibition, % at 5.96 µM; 1.1% of 300,000 active; AID 1974;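 active means inhibition above the campaign mean inhibition plus 3 SD, cut at about 35% in these data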;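 further: 0% = GSTO1-1 with DMSO and 100% = wells lacking GSTO1-1 enzyme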
Target sequence (P78417 whole entry, looked up): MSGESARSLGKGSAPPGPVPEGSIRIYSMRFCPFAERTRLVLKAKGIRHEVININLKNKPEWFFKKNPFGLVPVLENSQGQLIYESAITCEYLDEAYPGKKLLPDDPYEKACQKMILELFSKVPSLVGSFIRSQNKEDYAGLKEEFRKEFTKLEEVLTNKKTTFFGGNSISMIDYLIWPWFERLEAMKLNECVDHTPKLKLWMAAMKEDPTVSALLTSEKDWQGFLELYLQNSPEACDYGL
PAD4 inh: blocks human protein arginine deiminase 4; inhibition, % at 6.36 µM; 0.41% of 330,000 active; recombinant PAD4, RCA probe fluorescence polarization;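 active means percent inhibition above a cutoff equal to the mean of all tested compounds plus 3 SD, cut at about 15% in these data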;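 further: 0% = PAD4 with RCA probe and DMSO and 100% = probe without PAD4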
LYPLA1 counter: LYPLA1 (human) inhibition in PME1 counter-screen | O75608 | recombinant LYPLA1, FP-Rh probe fluorescence polarization | inhibition, % at 5.9 µM | 0.16% of 320,000 active;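 active means inhibition above the mean of all tested compounds plus 3 SD, set per campaign, cut at about 14% in these data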;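 further: inhibitors block serine hydrolase probe labeling of LYPLA1 so polarization falls; 0% = enzyme with DMSO and 100% = wells lacking LYPLA1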
PME-1 primary: blocks human protein phosphatase methylesterase 1 | recombinant PME-1, FP-Rh probe fluorescence polarization | 0.53% of 320,000 active | AID 2130 | Q9Y570 | inhibition, % at 5.9 µM;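 active means inhibition above the campaign mean of all compounds plus 3 SD, cut at about 26% in these data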;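 further: competitive labeling of PME-1 active site by serine hydrolase directed probe; 0% = PME-1 with DMSO and 100% = wells lacking PME-1 enzyme; inhibitors block probe labeling so polarization falls and inhibition rises; many of its hits are not listed in these tables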
* hit, by the source's call; . = not tested or not shown.

SMILES	PAFAH1B3 FP inh	pPAFAH inh	PREPL inhibitor	PAFAH1B2 inh	LYPLA2 inh	GSTO1 counter	PAD4 inh	LYPLA1 counter	PME-1 primary
Cc1ccc(NC(N)=S)cc1C	7.2	1.7	2.9	2.8	5.6	-0.2	0.9	2.7	-0.6
Clc1ccc(N2CCCCCC2)nn1	0.9	-3.8	7.9	8.1	-2.1	3.2	-2.1	-5.0	0.3
CN1CCN(C(=O)C2CCC(=O)N(Cc3cccc(C(F)(F)F)c3)C2)CC1 (configuration not stated)	2.6	0.3	2.0	-0.8	-3.0	0.6	1.0	-2.1	7.7
CCOC(=O)C1C(=O)NC(SC)=C(C#N)C1c1ccccc1F (configuration not stated)	4.6	4.8	-1.3	-2.4	1.7	2.0	2.9	-1.9	7.6
Nc1nc(-c2ccco2)nn1C(=O)c1ccccc1	4.1	-5.4	3.2	9.4	8.5	-7.0	-0.7	7.5	3.0
COc1ccc(-c2csc(N(CCCN(C)C)C(=O)c3ccc(C(C)(C)C)cc3)n2)cc1	8.0	9.9	-59.4	2.9	-4.8	5.1	-4.8	-3.9	2.9
Cc1cc(Nc2cccc([N+](=O)[O-])c2)n2c(nc3ccccc32)c1C#N	0.6	18.2	11.8	2.8	7.6	7.9	-3.2	0.9	0.9
Cc1nn(C)c(C)c1CNC(=O)c1cnn2c1NC(c1ccccc1)CC2C(F)(F)F (configuration not stated)	11.2	6.1	2.6	-0.1	-0.5	-0.3	-0.6	-0.9	-8.4
COc1ccc(-c2cc(C3CC3)nc(SCC(=O)c3cccs3)c2C#N)cc1	-3.2	0.0	-2.1	-3.6	-3.4	-3.4	1.2	-4.0	-4.6
CCOc1ccc(N(CC(=O)Nc2cccc(Cl)c2)S(=O)(=O)c2c(C)noc2C)cc1	-0.4	1.0	-25.8	1.1	-48.5	-6.9	2.0	-20.0	-20.7
O=C(Cn1nc(C(=O)O)c2ccccc2c1=O)Nc1cccc(S(=O)(=O)N2CCCCC2)c1	5.0	-6.3	-1.4	4.5	.	.	7.8	.	.
N#Cc1cc([N+](=O)[O-])ccc1NCCCn1ccnc1	9.8	2.9	2.4	7.3	1.1	0.4	-0.2	2.5	2.2
C[C@H](NC(=O)c1ccccc1Cl)C(=O)OCCOc1cccc(Cl)c1	4.8	0.1	0.3	7.6	-4.1	6.8	-3.8	-0.4	-0.7
O=C(O)C1=C[C@@H](c2coc3ccccc3c2=O)C[C@@H](OCCCCO)O1	-6.7	1.8	6.2	-1.2	-0.2	0.3	-9.6	0.2	-5.2
Cc1cc2c(cc1C)[n+](C)cn2CC(O)COCc1ccccc1 (configuration not stated)	2.6	0.6	13.6	2.4	5.2	4.1	0.4	0.7	1.4
CCc1nc2ccccc2c(C(=O)Nc2cccc(C)c2)c1C	0.8	-2.5	10.8	1.0	-9.0	0.4	-2.0	1.2	-2.8
NS(=O)(=O)c1ccc(CCNC(=O)COC(=O)C2CCN(c3ccc(C(F)(F)F)cn3)CC2)cc1	3.0	3.1	11.2	3.4	1.9	2.4	2.1	0.2	-0.9
COc1ccc(CN2CCNC(=O)C2CC(=O)N(C)CCC2CCOCC2)cc1OC (configuration not stated)	13.5	2.1	-2.2	9.3	2.4	-1.7	-0.9	0.8	-2.1
CC1(C(=O)OCc2cc(=O)n3cc(Br)ccc3n2)CC1(Cl)Cl (configuration not stated)	0.8	-8.2	8.0	1.8	8.5	-3.2	-9.6	-3.0	-1.4
COc1ccccc1Nc1ncccc1C(=O)NCc1ccccc1	3.6	11.4	18.7	2.6	2.6	-1.1	2.9	-1.9	-0.6

Continued; the last 2 above are carried over.
SMILES	PAFAH1B3 FP inh	pPAFAH inh	PREPL inhibitor	PAFAH1B2 inh	LYPLA2 inh	GSTO1 counter	PAD4 inh	LYPLA1 counter	PME-1 primary
CC1(C(=O)OCc2cc(=O)n3cc(Br)ccc3n2)CC1(Cl)Cl (configuration not stated)	0.8	-8.2	8.0	1.8	8.5	-3.2	-9.6	-3.0	-1.4
COc1ccccc1Nc1ncccc1C(=O)NCc1ccccc1	3.6	11.4	18.7	2.6	2.6	-1.1	2.9	-1.9	-0.6
C=CCNC(=O)c1cccc(C(F)(F)F)c1	8.0	-1.5	9.7	1.5	-1.3	6.1	-2.2	0.5	1.5
Cc1ccccc1CNC(=O)C1CCC(=O)N(C2CCCCCC2)C1 (configuration not stated)	4.9	0.9	2.5	-2.3	-4.4	-4.9	-3.5	-1.5	3.4
O=C(NCc1cccnc1)c1cn(-c2ccccc2)nc1-c1cccs1	3.6	-4.4	3.1	1.9	2.3	0.8	-3.1	-1.3	-0.3
Cc1ccc(NC(=O)CSc2ccc(-c3ccco3)nn2)c(C)c1	-8.0	7.8	17.5	1.9	-5.6	13.4	-0.5	-2.0	1.9
O=C(COC(=O)/C=C/c1cccc(F)c1)Nc1cccc(S(=O)(=O)NC2=NCCCCC2)c1	-0.9	1.8	34.4	3.6	.	.	4.4	.	.
CCCCCC(=O)Nc1cccc(C2=NOC3(C2)C[C@@H](C(N)=O)N(C(=O)c2cc([N+](=O)[O-])cc([N+](=O)[O-])c2C)C3)c1 (some centres not stated)	16.3	3.4	5.8	8.8	-0.1	4.3	-5.9	0.6	-4.5
COc1ccc(CCNC(=O)c2ccc(NC(=O)CC3SC(N4CCCC4)=NC3=O)cc2)cc1 (configuration not stated)	3.3	-0.2	18.5	-0.9	52.0*	-2.3	2.9	-0.3	-4.1
COc1ccc(-n2c(SCC(=O)Nc3cccc(S(N)(=O)=O)c3)nc3ccccc3c2=O)cc1OC	5.6	6.0	4.0	1.5	1.7	0.6	2.0	6.6	-0.3
COCCN1CCn2c(nc3cc(Nc4nnc(C)c5ccccc45)ccc32)C1	2.8	5.1	8.3	8.8	5.5	3.4	5.0	0.5	-1.5
O=C(O)COCCN1CCN([C@H](c2ccccc2)c2ccc(Cl)cc2)CC1	-4.6	4.3	6.2	2.3	-3.5	10.5	-4.0	-3.3	-0.3
COc1ccc(C(=O)Nc2cccc(-c3ccc(N4CCOCC4)nn3)c2)cc1OC	3.5	3.3	-1.8	-0.9	0.0	-2.1	-1.0	-1.0	-10.0
Cc1ccc(-c2nc(-c3ccccn3)no2)cc1	7.9	7.4	20.1	-0.1	1.9	-10.3	-9.9	0.1	-2.0
CCOC(=O)C1CCCCN1Cc1cc(Cl)ccc1O (configuration not stated)	4.0	3.7	5.1	-0.2	-3.1	3.9	-3.3	-3.7	-2.0
Cc1c(Cl)cccc1-c1ccc(C(=O)N2CCN(c3ccc([N+](=O)[O-])cc3)CC2)o1	-8.5	-1.3	-10.3	4.3	6.6	2.9	-7.6	-3.1	-3.4
CN(C)C(/C=C/Nc1ccc([N+](=O)[O-])cc1)=C(C#N)C#N	1.7	6.3	7.1	2.2	4.6	1.5	-10.5	-1.0	1.9
CCC(=O)c1ccc(OCC(=O)OCC(=O)Nc2c(C)n(C)n(-c3ccccc3)c2=O)cc1	4.0	7.3	10.1	1.0	-2.6	-4.0	-0.7	1.1	-3.2
CCOc1cc(/C=N/Nc2nc(=O)[nH]nc2C)ccc1O	2.1	4.2	-48.4	2.8	5.1	-5.7	2.2	7.3	6.3
CC(OC(=O)c1ccc(NC(=O)CC#N)cc1)C(=O)NC(c1ccccc1)c1ccccc1 (configuration not stated)	-21.1	-8.7	-18.8	-11.9	.	.	-8.4	.	.
Cc1cccc(CN2CCN(C(C)C(=O)NC(C)c3ccccc3)CC2)c1 (configuration not stated)	-7.8	1.0	8.0	3.3	-5.2	-8.8	-2.4	3.8	3.7
CC1(C)Cc2c(sc3ncnc(NN)c23)CO1	7.1	0.0	17.9	-0.3	0.5	-1.2	2.5	1.4	10.3
COc1ccc(C(=O)NCCS(=O)(=O)NCc2cccnc2)cc1	6.4	1.4	1.9	12.1	1.5	2.0	6.8	2.9	2.7
Cc1cc(Br)cc(C)c1NC(=S)NC(=O)CC(C)C	-0.8	0.4	-0.9	5.2	0.9	-0.7	0.6	0.3	-1.4
COCc1nnc(NC(=O)C2CC(=O)N(C3CCCC3)C2)s1 (configuration not stated)	-7.9	4.4	2.9	1.4	5.2	0.6	-1.4	4.2	6.3
CN(C)C(CNS(=O)(=O)c1ccc2ccccc2c1)c1ccccc1 (configuration not stated)	6.5	7.2	11.1	7.5	3.7	-0.6	-2.4	1.9	0.7
Cc1ccc(C(=O)OCC(=O)NC(C)c2ccccc2)s1 (configuration not stated)	1.4	13.4	1.2	1.4	.	.	-0.8	.	.
O=C(Nc1ccc2c(c1)C(=O)N(C1CCCCC1)C2=O)C1CCCO1 (configuration not stated)	-3.5	2.0	13.1	-1.5	8.0	-1.1	-3.0	6.8	3.5
COCCn1c(SCC(=O)Nc2cccc(C(=O)OC)c2)nc2ccccc2c1=O	7.8	-0.9	-7.0	0.1	-0.9	-1.8	-5.1	0.9	-4.4
CC(=O)c1ccc(Nc2c(C)n(C)n(-c3ccccc3)c2=O)cc1	-2.0	4.5	11.9	-7.6	-4.9	3.9	-3.0	0.3	6.2
COc1ccc(Cl)cc1NC(=O)CNc1ccccc1CN(C)C1CCCCC1	1.1	-3.3	-23.3	0.8	1.8	0.1	-4.0	0.8	-6.0
COc1cc(Cl)c(C)cc1NC(=O)COC(=O)c1cc(SC)ccc1Cl	2.6	-1.1	-6.3	-3.9	23.4	-0.9	2.4	-2.5	-1.3
O=C(COC(=O)c1ccccc1C(=O)N1CCN(c2ccccc2)CC1)Nc1ccccc1	11.2	4.8	15.5	5.0	1.0	6.2	-2.4	3.1	-3.1
O=C(Nc1cc(C2CC2)nn1-c1ccccc1)c1ccc(F)cc1	-4.8	-0.4	-3.3	-2.5	.	.	3.6	.	.
CC(Sc1nnc(-c2ccco2)o1)C(=O)Nc1ccc(OC(F)F)cc1 (configuration not stated)	3.2	-0.5	-0.2	4.9	.	.	-0.9	.	.
CN(CC(=O)Nc1ccc(N2CCOCC2)cc1)CC(=O)Nc1ccccc1[N+](=O)[O-]	0.1	12.3	17.2	3.6	0.0	0.0	-3.0	0.2	-6.7
Cc1c(N=Cc2ccco2)c(=O)n(-c2ccccc2)n1C	-3.2	0.4	0.1	6.9	-2.0	4.2	-4.0	-1.6	-0.3
CC1=C(C)CC(C(=O)NNC(=O)c2csc3c2CCC(C(C)(C)C)C3)C(C(=O)O)C1 (configuration not stated)	1.2	9.4	28.2	4.6	4.5	-1.1	-2.8	-1.6	-2.7
COc1ccc(C2/C(=C(/O)c3ccccc3)C(=O)C(=O)N2C)c(OC)c1 (configuration not stated)	9.4	3.8	-4.7	0.3	-1.2	-0.6	-1.7	-3.3	1.8
CC(C)CCNC(=O)Cn1c(=O)oc2cc(S(=O)(=O)N3CC(C)CC(C)C3)ccc21 (configuration not stated)	-5.8	-1.8	9.2	10.8	4.8	-3.7	-3.3	1.4	3.6
CCN(CC)CCN(Cc1cc2ccc(C)cc2[nH]c1=O)C(=S)Nc1ccccc1C(=O)OC	8.8	-4.9	-12.0	-0.1	-7.8	1.8	2.7	-1.4	-0.5
CCOC(=O)c1sc(NC(=O)CSc2ccccn2)c(C#N)c1C	-2.5	0.1	-3.3	5.6	2.4	12.4	2.1	-1.3	6.2
COCC(=O)Nc1c(C(=O)Nc2cccc(OC)c2)oc2ccccc12	10.1	0.7	9.4	2.1	-3.2	-9.3	0.0	-3.7	-5.6
O=C(CNC(=O)c1ccc(-c2ccccc2)cc1)Nc1cccc(CO)c1	-0.8	1.8	10.0	2.3	.	.	-4.8	.	.

Not all compounds are listed; count on the stated rates, not on these rows.
